PGK inhibitor – blocks T. brucei phosphoglycerate kinase; P07378; PGK/GAPDH coupled, Kinase-Glo luminescence, 60 min; Potency, µM (series often up to 57.5 µM), inactives show top-dose activity change, negative = inhibition, hits mostly inhibitors; hit rate 0.043% among 380,000; further: potency means the concentration at half of the fitted maximal effect; on the % scale 0 is the no-effect control and ±100 the full control effect; nearly all actives have a fitted effect of over 60% in size
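Luminescent ATP detection (Kinase-Glo Plus) follows a 60-minute room-temperature incubation, with wells lacking PGK as controls. Buffer: 100 mM TEA (pH 7.6), 5 mM MgCl2, 0.01% Tween-20. Coupling enzyme GAPDH (100 nM final) supplies unstable 1,3-BPG in-well.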
BAZ2B block – inhibitors of human BAZ2B bromodomain; AlphaScreen BAZ2B-H3K14Ac peptide displacement; Potency, µM (top dose mostly 114 µM), without a hit: top-dose activity change, negative = inhibition, hits mostly inhibitors; hit rate 4.4% among 360,000; further: potency means the concentration at half of the fitted maximal effect; on the % scale 0 is the no-effect control and ±100 the full control effect; nearly all actives have a fitted effect of over 60% in size
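In this displacement format the biotinylated H3(5-23) peptide acetylated at Lys14 serves as ligand at 50 nM, with BAZ2B at 50 nM in PBS pH 7.4 containing 0.01% Tween-20. Donor and acceptor beads are 10 ug/mL final.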
G9a inh – G9a (human) methyltransferase inhibition. Potency, µM (top dose mostly 102 µM), without a hit: top-dose activity, negative = inhibition, most hits filed as inhibitors. hit rate 8.8% among 350,000. Q96KQ7. G9a H3K9 monomethylation, AlphaScreen, 2 h; further: potency means the concentration at half of the fitted maximal effect; on the % scale 0 is the no-effect control and ±100 the full control effect; nearly all actives have a fitted effect of over 75% in size
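Chemiluminescent proximity detection of H3K9 monomethylation, read after 10 min bead incubation in the dark. Reaction: 20 nM G9a, 500 nM biotin-H3K9 peptide, 20 uM SAM cofactor, 2 h, room temperature, following 15 min enzyme-compound preincubation.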
GLS inhibitor – glutaminase GLS (human) inhibition; O94925; GLS enzymatic activity, qHTS titration; Potency, µM (highest dose often 45.5 µM), for inactives: at the top dose activity change, negative = inhibition, hits mostly inhibitors; hit rate 0.21% among 410,000; AID 624170; further: potency means the concentration at half of the fitted maximal effect; on the % scale 0 is the no-effect control and ±100 the full control effect
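Glutamate formation by hKGA was monitored fluorometrically using coupled glutamate oxidase, HRP and Amplex Red. Substrate was added as 1 mM L-glutamine solution; incubation was 30 min at RT after an initial read.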
PI4K2A inh – PI4K2A (human) kinase inhibition. Q9BTU6. purified PI4K2A, ADP-Glo luminescence, 1 h; hits give low values. activity change, negative = inhibition, % at 76.9 µM. hit rate 0.13% among 420,000; in the data active means activity change below about -50%; inconclusive means mostly about -30% to -49%;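 further: -100% = wells without enzyme as full effect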
Target sequence (Q9BTU6 whole entry, looked up): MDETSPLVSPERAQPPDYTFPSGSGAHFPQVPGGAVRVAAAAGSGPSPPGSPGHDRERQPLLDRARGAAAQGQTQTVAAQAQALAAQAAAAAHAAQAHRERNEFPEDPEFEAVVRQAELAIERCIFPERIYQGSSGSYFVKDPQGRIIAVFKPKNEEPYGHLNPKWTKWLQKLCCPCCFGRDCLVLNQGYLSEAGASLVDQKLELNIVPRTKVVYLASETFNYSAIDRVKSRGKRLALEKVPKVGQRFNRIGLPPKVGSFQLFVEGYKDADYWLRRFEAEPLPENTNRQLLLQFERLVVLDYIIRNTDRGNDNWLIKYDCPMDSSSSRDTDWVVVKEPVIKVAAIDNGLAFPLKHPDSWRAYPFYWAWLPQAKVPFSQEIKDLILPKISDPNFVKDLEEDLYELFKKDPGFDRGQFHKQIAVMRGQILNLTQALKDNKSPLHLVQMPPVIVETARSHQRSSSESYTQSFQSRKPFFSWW
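In this quantitative HTS, ADP production by PI4K2A was quantified luminescently after 1 h at ambient temperature; 100 microM adenosine served as plate-quality control.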
JMJD2A Tudor – blocks the human JMJD2A Tudor domain; O75164; AlphaScreen JMJD2A-Tudor / H3K4me3 peptide binding; Potency, µM (series often up to 114 µM), for the others: at the top dose activity change, negative = inhibition, usual class: inhibitors; hit rate 4.4% among 390,000; further: potency means the concentration at half of the fitted maximal effect; on the % scale 0 is the no-effect control and ±100 the full control effect; nearly all actives have a fitted effect of over 50% in size
Pin1 inh – inhibitors of human Pin1. hit rate 0.009% among 390,000. AID 504891. Potency, µM (doses to about 115 µM), for the others: top-dose activity, negative = inhibition, usual class: inhibitors. Pin1 FP peptide displacement, HiFluor488, 10 min; active means well fitted inhibition curve with a large enough effect in the polarisation, with a control signal flat, not every such curve was filed as active; inconclusive means small, poorly fitted or top-dose-only effect, or effect the other way, or a change in a side signal; inactive means no such curve, though single readings can be large or run the other way; the % refers to the polarisation; further: potency means the concentration at half of the fitted maximal effect; on the % scale 0 is the no-effect control and ±100 the full control effect
Target sequence (Q13526 whole entry, looked up): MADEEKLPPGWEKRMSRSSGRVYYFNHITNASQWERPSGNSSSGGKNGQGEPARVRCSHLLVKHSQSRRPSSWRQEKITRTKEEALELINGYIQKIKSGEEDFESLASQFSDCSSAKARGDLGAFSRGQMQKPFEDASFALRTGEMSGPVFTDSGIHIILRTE
HP1b chromo inh – HP1-beta chromodomain-methylated histone interaction inhibition. AID 540317. P83916. Potency, µM (top dose mostly 114 µM), inactives show at the top dose activity change, negative = inhibition, usual class: inhibitors. AlphaScreen HP1-beta / biotin-H3K9me3 peptide binding. hit rate 0.56% among 390,000; further: potency means the concentration at half of the fitted maximal effect; nearly all actives have a fitted effect of over 70% in size; inactives centre near 23
Target sequence (P83916 whole entry, looked up): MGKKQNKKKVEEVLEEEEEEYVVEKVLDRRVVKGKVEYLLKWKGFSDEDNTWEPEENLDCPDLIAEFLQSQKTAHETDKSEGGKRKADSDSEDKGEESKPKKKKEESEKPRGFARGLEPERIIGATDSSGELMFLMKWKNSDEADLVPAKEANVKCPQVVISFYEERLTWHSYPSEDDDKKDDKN
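Compound inhibition of the preformed complex between 50 nM HP1-beta and 50 nM biotinylated H3K9me3 peptide was read by AlphaScreen. Buffer was PBS pH 7.4 with 0.01% Tween-20. Incubations ran 30 min at room temperature, with 10 ug/mL donor/acceptor beads.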
ERG-DNA inh – ERG Ets/DNA interaction inhibition | fluorescence polarization, His-ERG Ets domain / labelled DNA | Potency, µM (series often up to 76.9 µM), for inactives: at the highest dose FP activity, negative = inhibition, actives largely listed as inhibitors | hit rate 0.028% among 370,000 | AID 624246; active means well fitted inhibition curve with a large enough effect in the polarisation, with a control signal flat; inconclusive means small, poorly fitted or top-dose-only effect, or effect the other way, or a change in a side signal; inactive means no such curve, though single readings can be large or run the other way; the % refers to the polarisation;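 further: polarization taken with two DNA probes labelled with fluorescein and Texas red; potency means the concentration at half of the fitted maximal effect; % of control where 0% means no effect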
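His-tagged ERG Ets domain (1 uM in the protein solution; 300mM KCl, 50mM Tris-HCl, 1mM EDTA, 1mM DTT, pH 7.5) received compound, then a probe mix of 5 nM fluorescein-DNA and 100nM Texas-615-DNA. Fluorescence polarization was read for both dyes.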
An asterisk follows results filed as active; i = inactive; ? = inconclusive; . = no result given; [ ] = dose if it differs, or a comment. Unless noted, the call rests on the fitted dose curve; in most records, active means well fitted curve in the direction sought with a large enough effect; inconclusive means small, poorly fitted or top-dose-only effect, or another doubt; inactive means no such curve, though single readings can be large; an effect the other way counts as inactive or inconclusive.

Each structure is followed by: G9a inh, Pin1 inh, PGK inhibitor, ERG-DNA inh, JMJD2A Tudor, BAZ2B block, GLS inhibitor, HP1b chromo inh, PI4K2A inh
COc1ccc(NC(=O)C(NS(=O)(=O)c2cccs2)C(C)C)cc1Cl (centres undefined)
 : 9%[59 µM], -3%, -4%, 4%, -2%, 0%, -8%, 20%, 3
O=[N+]([O-])c1cccc(C2=NC(c3ccccc3)CO2)c1 (centres undefined)
 : -18%, 2%, 4%, -1%, -35%, -32%, 4%, -5%, -2
O=C(NCCN1CCOCC1)c1ccc(/C=C2\Sc3ccccc3N(Cc3ccccc3F)C2=O)cc1
 : ., 15%, 3%, -17%, ?, ?, -2%, -4%[57 µM], 3
O=C(CCNS(=O)(=O)c1cccs1)NCc1ccco1
 : ., -15%, -12%, -5%, -14%, -6%, -12%, 10%, -3
COc1ccc2c(c1OC)C(=O)N(c1nccs1)C2
 : 11%[59 µM], -2%, -6%, 1%, -8%, ., -2%, 20%, 1
O=C(Nc1ccc(F)cc1)C1CCN(c2nc3ccccc3n3cccc23)CC1
 : ?, -4%, -1%, -11%, ?, ?, -9%, -11%, 3
Cc1cc(S(=O)(=O)N2CCOCC2)ccc1OCC(=O)NCc1ccccn1
 : 1%, 4%, -5%, -1%, 5%, 6%, -11%, 42%[activator], 0
Nc1c(NCCc2ccccc2)c2ccccc2oc1=O
 : ?, -1%, 5%, 3%, ?, ?, 30%[activator], 5%, -3
O=C(COC(=O)c1ccccc1NC(=O)c1ccccc1)c1ccc([N+](=O)[O-])cc1
 : ?, 7%, 0%, 3%, -32%, -31%, -1%, -1%, -13
COc1ccc(CSc2nnc(C)n2N)cc1Br
 : 7%, -2%, -1%, -12%, -5%, 21%, 15%, 5%, -8
Nc1nnn(CC(=O)N/N=C/c2ccco2)n1
 : 11%, -4%, -9%, -14%, -13%, 7%, -2%, 40%[activator], 3
Cn1nc(-c2ccccc2)c(CSc2cccc(Cl)c2)c1Cl
 : 161%[activator], -8%, -5%, 6%, 186%[activator], 135%[activator], 2%, 324%[activator], 5
CCc1ccc(NC(=O)c2ccc(F)c(S(=O)(=O)N(CC)c3ccccc3)c2)cc1
 : 38%[59 µM], 7%, -10%, -7%, 7%, -1%, 0%, 18%, 0
O=C(COc1ccc2ccccc2c1Br)NCc1ccccn1
 : 9%, 1%, i, -18%, -13%[57.1 µM], -6%, -11%, 46%[activator], 0
Cc1ccccc1CSc1nnc(-c2ccccc2)c(=O)[nH]1
 : -2%, -6%, 2%, 7%, -13%, 1%, 25%, 7%, -5
CC(=O)c1ccc(N2CCN(C(=O)Cn3cnc(S(=O)(=O)N4CCCCC4)c3)CC2)cc1
 : 12%, -11%, -1%, 6%, ?, -35%, -10%, 21%, 3
O=C(NC1CCCc2ccccc21)C1CCN(S(=O)(=O)c2cnc[nH]2)CC1 (centres undefined)
 : ?, 4%, -5%, 0%, 5%, 7%, -7%, 34%, 0
O=C(Nc1cccc(C(=O)N2CCCC2)c1)C1CC1
 : ., 1%, 3%, 3%, -15%, ., 4%, 30%, 1
CCCC12CN3CC(C)(CN(C1)C31C(=O)Nc3ccc(C)cc31)C2=O (centres undefined)
 : -33%[12.7 µM], 5%, -4%, ., -7%, -2%, 0%, 13%, 0
CCOc1ccc(-c2cn3nc(CC(C)C)sc3n2)cc1
 : 3%[59 µM], -5%, -4%, -1%, 0%, 1%, 2%, 49%[activator], -1
CCN(CC)CCN(C(=O)CN1C(=O)c2ccccc2C1=O)c1nc2cc3c(cc2s1)OCO3
 : ?, -5%, -10%, 6%, ?, ?, 19%, -1%, -1
O=C(NCC(=O)N1CCCCCC1)c1ccc(Br)cc1
 : 22%, -5%, -7%, -9%, -22%, -14%, 1%, 16%, 7
CCCn1c(N)c(C(=O)CN2CCN(S(=O)(=O)c3cccc(Cl)c3)CC2)c(=O)[nH]c1=O
 : ., 4%, -3%, -1%, -16%, ., 0%, 49%[activator], -5
CNC(=O)/C(=C/c1ccc2c(c1)OCO2)NC(=O)c1ccc(Br)cc1
 : 4%[59 µM], 12%, 1%, ., -5%, 10%, 11%, 6%, 8
COc1ccc(/C=C2\SC(=S)N(CCC(=O)N3CCCCC3)C2=O)cc1
 : -4%, -22%, i, 4%, -27%, -28%, 10%, 0%[57 µM], -3
CCc1ccc(N(C(=O)c2snc(C(N)=O)c2N)C(C(=O)NC2CCCC2)c2ccncc2)cc1 (centres undefined)
 : 13%, 7%, 0%, -9%, 1%, -11%, -4%, 17%, 5
CCOC(=O)C1CN(S(=O)(=O)c2ccccc2)c2cc(S(=O)(=O)CC)ccc2O1 (centres undefined)
 : 19%, -7%, 8%, 0%, -8%, 2%, -1%, 28%, -1
CC1CCc2sc(C(=O)N3CCN(c4ncccn4)CC3)cc2C1 (centres undefined)
 : ., 2%, -3%, 10%, -13%, ., -2%, 19%, -1
Cc1ccc(N=C2C(=O)Nc3ccc(Br)cc32)cc1
 : 27%, 2%, -7%, -4%, ?, -11%, -2%, 10%, 8
NC(=O)NC(CC(=O)NNC(=O)c1ccccn1)c1ccc(Cl)cc1 (centres undefined)
 : 55%[activator][12.7 µM], 2%, -7%, -12%, -8%, 3%, -6%, 58%[activator], 0
CCCCNc1nc2c(c(=O)n(C)c(=O)n2C)n1CC(O)COc1ccccc1C (centres undefined)
 : 2%[59 µM], 1%, -8%, -9%, -26%, -28%, 19%, 14%, -3
COc1ccccc1Cn1c(CNS(=O)(=O)c2ccc(CC(C)C)cc2)nc2cccnc21
 : 14%[59 µM], 58%[activator], i, 4%, -21%, -10%, 2%, 26%[57 µM], -1
Cc1ccccc1CN1C(=O)c2ccccc2Sc2ccc(C(=O)N3CCOCC3)cc21
 : -23%[59 µM], 0%, -4%, 0%, -16%, -15%, 2%, 29%, -7
COc1ccccc1NS(=O)(=O)c1cc(NC(=O)c2ccccc2C)ccc1N1CCOCC1
 : ., 14%, -8%, -3%, -15%, ., -1%, 9%, -2
N#Cc1cccc(S(=O)(=O)NCC(=O)OCC(=O)c2ccc[nH]2)c1
 : -4%, 1%, -11%, -7%, ?, -30%, -3%, -21%, 0
Cc1c(NC(=O)Nc2ccc(Cl)c(Cl)c2)sc2nc3n(c(=O)c12)CCC(C)CC3 (centres undefined)
 : 3%[59 µM], -3%, 2%, 3%, -7%, -1%, -3%, 30%, 2
Cc1ccccc1NS(=O)(=O)c1ccc(OCCNS(C)(=O)=O)cc1
 : 4%[59 µM], -2%, i, 7.1µM*, -16%, 5%, -4%, 29%, -5
COc1cc(OC)c(NC(=O)C2CCN(S(=O)(=O)c3c(C)noc3/C=C/c3c(C)cc(C)cc3C)CC2)cc1Cl
 : 6%[59 µM], 2%, i, 2%, -9%, -1%, -2%, 22%[57 µM], -1
COc1ccc(C2=C3C(=O)OCC3Cc3ncn(Cc4ccccc4)c32)cc1 (centres undefined)
 : 12%[0.501 µM], 6%, 10%, 2%, -34%, -33%, 4%, 8%, 0
Cc1nnsc1C(=O)NNC(=O)Nc1ccccc1
 : -3%, 1%, i, 1%, -12%, -7%, 33%[activator], 18%, -4
CC(=O)c1ccc(N2CCN(C(=O)c3ccc(Cn4c(=S)[nH]c5ccc(N6CCOCC6)cc5c4=O)cc3)CC2)cc1
 : 5%, 24%, -10%, -3%, -13%, 1%, 0%, 5%, -1
Cc1ccc(S(=O)(=O)N2CCCCC2)cc1NC(=O)c1ccc2ccccc2n1
 : -17%[59 µM], 7%, i, 2%, -3%[57.1 µM], ?, -8%, 49%[activator], -2
CCOc1ccc2[nH]c(=O)c(CN(CCc3ccccc3)C(=O)c3cnccn3)cc2c1
 : 18%[59 µM], 1%, -6%, -15%, -14%, -7%, 12%, 24%, 6
CCOC(=O)C1CCCN(C(=O)c2cccc(S(=O)(=O)N(C)c3ccc(C)cc3)c2)C1 (centres undefined)
 : 16%[12.7 µM], 9%, -11%, -7%, -15%, -6%, 0%, 19%, 0
Fc1ccc(-c2nnc3ccccn23)cc1
 : 20%, 5%, -4%, -5%, 4%, -10%, -11%, 60%[activator], 6
CCc1nnc(NC(=O)CN2CCN(CC)CC2)s1
 : 79µM*, 0%, i, 4%, -10%, -4%, -8%, 31%, 5
COc1ccc(-c2cn3cc([N+](=O)[O-])ccc3n2)cc1OC
 : -13%, -1%, 5%, 1%, -22%, -28%, -1%, 27%, -1
Cc1ccc(S(=O)(=O)CCC(=O)N(C)c2c(N)n(Cc3ccccc3)c(=O)[nH]c2=O)cc1
 : 5%, -3%, 4%, 13%, -14%, -6%, 5%, 2%, -2
CCOC(=O)C1=C(C(=O)OCC)c2ccc(OC)c(OC)c2C1
 : ., 4%, 7%, -8%, 11%, ., 5%, 15%, 1
CC(=O)Nc1ccccc1-c1nc2cc(C#N)c(C#N)cc2[nH]c1=O
 : 24%, -1%, ., 4%, -3%, -10%, 0%, 37%, -2
Cc1ccc(C)c(N(C(=O)c2csnn2)C(C(=O)NC2CCCC2)c2ccncc2)c1 (centres undefined)
 : 19%, 6%, -7%, 11%, 8%, 0%, -2%, 26%, 2
Cc1ccc(Cn2c(C(C)Nc3nc(-c4ccc(C)cc4)cs3)nc3cc(Cl)c(Cl)cc32)cc1 (centres undefined)
 : 28µM*, 35%[activator], ?, 11%, ?, 40µM*, 10µM*, 45µM*, -2
O=[N+]([O-])c1ccc(/C=N\NS(=O)(=O)c2ccc(F)cc2)o1
 : ., -7%, -5%, 3%, ?, ?, 13%, 23%, 3
COc1ccc(C2CC(c3cccs3)=NN2c2ccc(F)cc2)cc1OC (centres undefined)
 : 4µM*, 10%, 0%, -3%, 116%[activator], 113%[activator], 5%, 228%[activator], 1
